Screens from PubChem BioAssay.
TAG inh – inhibitors of triacylglycerol accumulation, primary screen, cell-based, uHTS, fluorescence, H9c2 | H9c2 cells, Nile Red lipid (TAG) fluorescence; cells loaded with 200 µM oleic acid | inhibition, % at 12.5 µM | actives 0.66% (n = 230,000) | AID 651582, 2012;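 active means pattern-corrected inhibition of lipid staining of at least 50% with the nuclear-stain viability signal not falling by more than 50%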;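 further: 0% = DMSO wells and 100% = triacsin C control wells; some results filed as inactive read as strong as hits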
TAG inh DAPI viability – second read-out of TAG inh, no call of its own (marks repeat the call); DAPI nuclei signal change (viability), lower = more cytotoxic, %;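 whole-well DAPI fluorescence read on a plate reader as a viability signal; minus 50 percent equals half of cells still viable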
* marks the source's active call; other numbers are inactive results; & = joins results of further samples. An excerpt; the hit share may differ from the screen's.

SMILES | TAG inh | TAG inh DAPI viability
Cc1nc(/C(N)=N/OC(=O)c2cccc(Cl)c2)c(C(F)(F)F)o1 | -1 | 2
Cc1ccc2[nH]c3c(=O)n(CCCN4CCOCC4)cnc3c2c1 | 4 | -4
Cc1cc(NC(=O)C(C)Sc2nc(-c3cccs3)nc3ccccc23)no1 (stereo not given) | 21 | 7
Cc1ccc([C@@H]2C[C@H]3CN(Cc4cccc(Cl)c4)C(=O)[C@]34CCCN24)o1 | -5 | 8
COc1ccc(CCn2nnc(-c3ccc(NC(C)=O)c(Cl)c3)n2)cc1 | 12 | 2
O=c1ccc(=O)n(CCc2ccccn2)[nH]1 | -1 | 7
Cn1c(SSc2ccc(-c3cccnc3)n2C)ccc1-c1cccnc1 | -5 | 2
Oc1c(Br)cc(Br)c(/C=N/n2c(-c3ccccc3)n[nH]c2=S)c1Br | -3 | 2
Cc1cc(NC(=O)Nc2ccccc2[N+](=O)[O-])no1 | -4 | 28
Cc1cc(C)n2nc(C(=O)OCC(=O)NC3CCS(=O)(=O)C3)nc2n1 (stereo not given) | -5 | 8
CC(C)CC1NC(=O)N(CC(=O)Nc2ccccc2-c2ccccc2)C1=O (stereo not given) | -10 | -1
CCCCCCN1C[C@@H](n2cc(COC(=O)c3ccccc3)nn2)[C@H](O)C[C@@H]1c1ccc(C)cc1 | 78 | -74
CCN(C(=O)CSc1nnc(-c2ccc(Cl)cc2)n1C)C1CCS(=O)(=O)C1 (stereo not given) | -4 | -3
CC(C)=N/N=C(/c1ccc([N+](=O)[O-])cc1)C12CN3CN(CN(C3)C1)C2 | -1 | 9
CC(C)N(C(=O)CSc1nc(COc2ccccc2)nc2ccccc12)C(C)C | -12 | 6
COc1ccc(OC)c(S(=O)(=O)n2cccn2)c1 | 1 | -4
O=C(CN1C(=O)/C(=C/c2cccc(Br)c2)SC1=S)NC1=NCCS1 | 0 | 4
Cc1ccc(C2(C)NC(=O)N(CC(=O)NNC(=O)c3cc(C)oc3C)C2=O)cc1 (stereo not given) | 3 | -3
COc1ccc(C(C)(C)C)cc1NC(=O)Cn1cnnn1 | 9 | 10
O=C(CN1CCC(n2nnc3ccccc32)CC1)Nc1ccc2c(c1)CCC2 | -7 | 3
CC(=O)O[C@@H]1[C@@H](OC(C)=O)[C@H](n2ccc3cc([N+](=O)[O-])ccc32)OC[C@@H]1OC(C)=O | 7 | -16
CCN1CCN(c2cc(C)c3cc(NC(=O)c4ccc(Br)o4)ccc3n2)CC1 | 58* | -0.3*
Cc1cc(C)c(S(C)(=O)=O)c(Oc2cccc(C(F)(F)F)c2)n1 | -1 | -10
CN(C)c1ccc(C(c2ccc(N(C)C)cc2)C(O)c2ccccc2)cc1 (stereo not given) | -25 | 6
CCCCn1c(SCC(=O)Nc2oc(C)c3c(C)n[nH]c(=O)c23)nc2cc(S(N)(=O)=O)ccc21 | 0 | -4
(further entries)
SMILES | TAG inh | TAG inh DAPI viability
O=C(N/N=C/c1ccc([N+](=O)[O-])cc1)c1cccc2cc[nH]c12 | -28 | 8
COc1cc(C(=O)NC2CC(C)(C)CC(C)(C)C2)ccc1OC1CCN(C(C)=O)CC1 | -3 | 1
COC(=O)c1cn(NC(=O)Cc2ccc(OC)c(OC)c2)c(=O)c2ccccc12 | -7 | 2
Cn1cnnc1Sc1ccc(/C=C/C(=O)c2ccc(O)cc2)cc1[N+](=O)[O-] | -5 | -1
O=C(CN1C(=O)CC(c2ccccc2)S(=O)(=O)c2ccccc21)N1CCCC1 (stereo not given) | -2 | 2
CCOC(=O)C1CCN(C(=O)C(C)c2ccc([N+](=O)[O-])cc2)CC1 (stereo not given) | -19 | 0
Cc1ccc(C2CC(=O)Oc3cc(O)ccc32)cc1 (stereo not given) | -5 | -2
CC(=O)N1N=C(c2ccncc2)CC1c1ccccc1O (stereo not given) | 1 | -8
O=C(Cc1ccccc1)NNC(=O)c1ccc(Br)o1 | 4 | 1
COc1ccccc1CN(C)C(=O)c1cccc(S(=O)(=O)N2CCCc3ccccc32)c1 | -12 | 9
COc1ccccc1C1C=C(c2ccccc2)Nc2nnnn21 (stereo not given) | -12 | -4
CCCCn1c(N)c(N(CC(C)C)C(=O)CCCc2nc3ccccc3s2)c(=O)[nH]c1=O | -4 | 2
S=c1[nH]nc(-c2ccco2)n1/N=C/C(Cl)=C/c1ccccc1 | 7 | 1
CS(=O)(=O)N1CCN(c2ccc(NC(=O)c3cc4ccccc4o3)cc2)CC1 | 1 | 4
CC1CCC2(CC1)NC(=O)N(CC(=O)N1CCN(S(=O)(=O)c3ccc4c(c3)CCC4)CC1)C2=O (stereo not given) | -12 | -4
CCCNC(=O)COC(=O)c1ccc(N2CCCC2)c([N+](=O)[O-])c1 | 14 | -6
CCN1C(=O)/C(=C\c2cccs2)C(C(=O)OC)=C1C | 4 | 2
Cc1ccc(CS(=O)(=O)c2ncn[nH]2)cc1 | 0 | -3
CCOC(=O)c1ccc(NC(=O)c2ccc3c(c2)OCO3)cc1 | -2 | 0
CN(C)c1ccc(C(=O)OCc2cc(=O)n3ccsc3n2)cc1 | -34 | -1
COc1ccccc1NC(=O)NCC(=O)Nc1c(C)cccc1C | 2 | -9
CCOC(=O)C1CCCN(C(=O)CCc2ccccc2)C1 (stereo not given) | -10 | 3
CCOC(=O)C1CCN(C(=O)C2CCCN2S(=O)(=O)c2ccc(Cl)cc2)CC1 (stereo not given) | -17 | 5
Cc1ccccc1OCCSc1nc(N(C)C)nc(N(C)C)n1 | -27 | -10
Cn1cc(Cl)c(-c2n[nH]c(=S)n2C2CCCCC2)n1 | 13 | -2

Retrieved by compound from the list above (2):
SMILES | TAG inh | TAG inh DAPI viability
CCN1C(=O)/C(=C\c2cccs2)C(C(=O)OC)=C1C | 4 | 2
COc1ccccc1C1C=C(c2ccccc2)Nc2nnnn21 (stereo not given) | -12 | -4

(next part)
SMILES | TAG inh | TAG inh DAPI viability
Cc1cc(C)cc(NC(=O)c2cccc(NC3=NC4CS(=O)(=O)CC4S3)c2)c1 (stereo not given) | 6 | -5
CC[C@]12c3[nH]c4ccccc4c3CCN1C(=O)C(CC(=O)NC/C=C(\C)CCC=C(C)C)C[C@@H]2C(=O)N1CCN(C(=O)C2CC2)CC1 (stereo not given in full) | 27 | -4
Cc1cccnc1NC(=O)CSc1nnc(COc2ccc(C(C)C)cc2)n1C | 26 | -8
COC(=O)[C@H](Cc1ccc(O)cc1)NC(=O)Cn1cnc(C(=O)Nc2ccc(C)c(C)c2)n1 | 9 | -11
CCc1ccc(C(=O)NNC(=O)c2cccc(N3C(=O)CCC3=O)c2)cc1 | 5 | -2
O=C(COc1ccc(Cl)cc1Cl)NNC(=S)NC(=O)c1ccco1 | -2 | 0
COc1ccc(NC(=O)COc2ccc(N(C)S(=O)(=O)c3ccc(Cl)cc3)cc2)cc1 | -32 | -3
COc1ccc(OC)c(CC(NC(C)=O)C(=O)NC2CCN(c3nc(OC)nc(OC)n3)CC2)c1 (stereo not given) | 2 | -12
CCCCC(CC)C(=O)Nc1ccc(S(=O)(=O)Nc2nccs2)cc1 (stereo not given) | -8 | 9
Cc1ccc(NC(=O)c2ncn(CCCNCCCN(C)C)n2)cc1C | 11 | -2
Cc1ccc(CN2C(=O)CNC2=S)cc1 | 7 | 5
CCCCCCn1c(SCCOC)nc2c1c(=O)[nH]c(=O)n2C | -7 | -1
COc1ccc(N(CC(=O)Nc2ccc(S(=O)(=O)N3CCCC3)cc2)S(C)(=O)=O)cc1OC | -5 | 2
CCN1C(=O)[C@H]2[C@@H](c3ccc(-c4ccc(F)cc4)c(OC)c3)N[C@@](C)(C(=O)OC)[C@H]2C1=O | -22 | -8
C=CCNC(=O)C1CC(=O)N(c2ccc(OCC(=O)Nc3ccc(Cl)c(C(F)(F)F)c3)cc2)C1 (stereo not given) | 14 | 3
CC(=O)c1cccc(NC(=O)c2onc(C)c2Cl)c1 | -8 | 9
COCCCNC(=O)C[C@H]1C[C@H](C(=O)N2CCOCC2)[C@@]2(CCC3CCCC3)c3[nH]c4cc(CCC(=O)N(C)C)ccc4c3CCN2C1=O | 4 | -4
CC1(C(=O)NCc2ccc(C(F)(F)F)cc2)CCN1Cc1ccccc1OC(F)F (stereo not given) | -6 | -14
Cc1ccc(NC(=S)N/C(=N/S(=O)(=O)c2ccccc2)c2ccccc2)cc1 | 1&1 | 2&7
COc1cccc(-c2cc(C(=O)N/N=C/c3ccco3)c3ccccc3n2)c1 | 7 | -5
CCOC(=O)c1cnc2c(cnn2C)c1Cl | 17 | -12
COc1cccc(-c2nnc(NC(=O)c3ccc(S(=O)(=O)N(CC(C)C)CC(C)C)cc3)o2)c1 | 2 | 0
Cc1cccc(NS(=O)(=O)c2cc3c(cc2C)N(C)CCO3)c1 | -11 | -4
O=C(CC1C(=O)NCCN1C(=O)Nc1ccccc1)Nc1cccc(C(F)(F)F)c1 (stereo not given) | 21 | -11
O=C(C[C@@H]1NS(=O)(=O)OC2CCCCC21)c1ccccc1 (stereo not given in full) | -10 | 0
(listing goes on)
SMILES | TAG inh | TAG inh DAPI viability
Cc1cc(C)cc(OCC(=O)N/N=C/c2ccco2)c1 | 0 | -5
Cc1ccc(C(=O)N/C(=C/c2cccc([N+](=O)[O-])c2)C(=O)NCC2CCCO2)cc1 (stereo not given) | 11 | -11
COc1cc2nc(CN(CCC(C)C)Cc3nc4cc(OC)c(OC)cc4c(=O)[nH]3)[nH]c(=O)c2cc1OC | 1 | -3
CCOC(=O)c1nncc(-c2ccccc2)n1 | -8 | 3
CCOc1ccc(C(C)NC(=S)NC2CCCCC2)cc1OCC (stereo not given) | 13 | 11
CCN(CC)S(=O)(=O)c1ccc(C)c(NC(=O)CNc2cccc(S(=O)(=O)N3CCCC3)c2)c1 | -19 | 4
Cc1ccc(SCc2cn3cc(Cl)ccc3n2)cc1 | -12 | -6
CC1CCCCN1S(=O)(=O)c1ccc(C(=O)Nc2nnc(C3CC3)o2)cc1 (stereo not given) | 5 | -2
COc1ccc(NC(=O)CSc2nnc(Cn3cnc4ccccc43)o2)cc1 | -2 | 1
O=C(O)CC1C(=O)NCCN1Cc1cccs1 (stereo not given) | -10 | 1
O=C(NCc1ccncc1)c1cc(-c2ccc(Cl)cc2)oc1C(F)(F)F | 0 | -6
COc1ccc2nc(-c3ccccc3)[nH]c(=O)c2c1 | -9 | 11
Cc1ccc(S(=O)(=O)NCCC(=O)N2CCOCC2)cc1C | 18 | -5
O=C(Nc1ccc2c(c1)OCO2)c1csc([C@@H]2C[C@H](O)[C@@H](CO)O2)n1 | -4 | 10
CN(Cc1ccsc1)C(=O)CCc1nnc(CCCc2ccccc2)o1 | -4 | -1
O=C(CC12CC3CC(CC(C3)C1)C2)NCC(c1ccc(F)cc1)N1CCOCC1 (stereo not given) | 23 | -12
O=C(Cn1cnc2ccccc2c1=O)c1ccccc1 | -12 | 2
N#CC[C@H](Cc1ccccc1)N1CC[C@@H](NC(=O)OCc2ccccc2)CCC1=O | 8 | -4
Cc1cccc(CSc2cccc3cccnc23)c1 | 50* | -33*
CC(=O)NC(=O)COC(=O)c1ccc2ncsc2c1 | -1 | 2
CS/C(Nc1cc(Cl)ccc1Cl)=C(/C#N)C(=O)c1ccco1 | 6 | -6
COc1ccc(C2=Nn3c(nnc3-c3ccccc3OC)SC2)cc1OC | 60* | -39*
CN(Cc1ccccc1)C(=O)c1ccc(NC(=O)Cc2ccc(NC(=O)C3CCN(C(=O)c4ccccc4)CC3)cc2)cc1 | -16 | 11
Cc1ccc(F)cc1C(=O)N1CCOCC1c1cc(C(=O)NCc2ccccc2)no1 (stereo not given) | 10 | -10
CC1CN(C(=O)c2ccc(Oc3ccccc3)cc2)CC(C)O1 (stereo not given) | 0 | 6
(cont.)
SMILES | TAG inh | TAG inh DAPI viability
Cc1ccccc1C(=O)Nc1ccc(N2CCOCC2)nc1 | 12 | 6
O=C1C2C(c3ccccc3)C=CC(c3ccccc3)C2C(=O)N1C1CCCCC1 (stereo not given) | 12 | -16
Cc1cc(C)nc(NS(=O)(=O)c2ccc(N)cc2)n1 | 1 | -2
COc1ccc(C(CNC(=O)c2cc(S(=O)(=O)Nc3cccc(C)c3)ccc2C)N2CCCC2)cc1 (stereo not given) | -7 | 6
O=C(NCCc1ccc(F)cc1)C1CCC(=O)N(CC2CCCCC2)C1 (stereo not given) | -2 | 0
O=C(O)Cn1cc(/C=C2\SC(=O)N(c3ccccc3)C2=O)c2ccccc21 | 13 | -9
COc1cc(C(=O)NCC(c2ccco2)N2CCc3ccccc32)cc(OC)c1OC (stereo not given) | -7 | 0

Grouped by structure: those above with an NH in an aromatic ring (14)
SMILES | TAG inh | TAG inh DAPI viability
Cc1ccc2[nH]c3c(=O)n(CCCN4CCOCC4)cnc3c2c1 | 4 | -4
O=c1ccc(=O)n(CCc2ccccn2)[nH]1 | -1 | 7
Oc1c(Br)cc(Br)c(/C=N/n2c(-c3ccccc3)n[nH]c2=S)c1Br | -3 | 2
CCCCn1c(SCC(=O)Nc2oc(C)c3c(C)n[nH]c(=O)c23)nc2cc(S(N)(=O)=O)ccc21 | 0 | -4
O=C(N/N=C/c1ccc([N+](=O)[O-])cc1)c1cccc2cc[nH]c12 | -28 | 8
CCCCn1c(N)c(N(CC(C)C)C(=O)CCCc2nc3ccccc3s2)c(=O)[nH]c1=O | -4 | 2
S=c1[nH]nc(-c2ccco2)n1/N=C/C(Cl)=C/c1ccccc1 | 7 | 1
Cc1ccc(CS(=O)(=O)c2ncn[nH]2)cc1 | 0 | -3
Cn1cc(Cl)c(-c2n[nH]c(=S)n2C2CCCCC2)n1 | 13 | -2
CC[C@]12c3[nH]c4ccccc4c3CCN1C(=O)C(CC(=O)NC/C=C(\C)CCC=C(C)C)C[C@@H]2C(=O)N1CCN(C(=O)C2CC2)CC1 (stereo not given in full) | 27 | -4
CCCCCCn1c(SCCOC)nc2c1c(=O)[nH]c(=O)n2C | -7 | -1
COCCCNC(=O)C[C@H]1C[C@H](C(=O)N2CCOCC2)[C@@]2(CCC3CCCC3)c3[nH]c4cc(CCC(=O)N(C)C)ccc4c3CCN2C1=O | 4 | -4
COc1cc2nc(CN(CCC(C)C)Cc3nc4cc(OC)c(OC)cc4c(=O)[nH]3)[nH]c(=O)c2cc1OC | 1 | -3
COc1ccc2nc(-c3ccccc3)[nH]c(=O)c2c1 | -9 | 11
